NCI-60 one-dose screen, 48 h, at 10 µM unless noted. Numbers give growth in % (100 = growth as untreated, 0 = no growth, -100 = all killed).
SF-539 – SF-539 CNS cancer. actives 6.8% (n = 81,000)
UO-31 – UO-31 renal cancer; actives 5.2% (n = 81,000); AID 1794768
PC-3 – PC-3 prostate cancer cells; actives 3.9% (n = 80,000)
SN12C – SN12C renal cancer cells; actives 3.8% (n = 81,000); AID 1794767
DU-145 – DU-145 prostate cancer; actives 4.2% (n = 81,000); AID 1794760
U251 – U251 CNS tumor cells; actives 5.4% (n = 80,000); AID 1794753
TK-10 – TK-10 renal cancer cells. AID 1794769. actives 3.9% (n = 81,000)
SF-295 – SF-295 CNS cancer cells; actives 5.6% (n = 79,000); AID 1794758
786-0 – 786-0 renal cancer cells | actives 5.1% (n = 81,000)
* hit, by the source's call; · = not tested or not shown; & = joins results of further samples. The calls were made as follows: active = growth percent below 10; inactive = the rest.

SMILES | SF-539 | UO-31 | PC-3 | SN12C | DU-145 | U251 | TK-10 | SF-295 | 786-0
COC(=O)/C(CCC=C(C)C)=C1\[C@@H](OC(C)=O)C[C@@]2(C)[C@H]1C[C@@H](O)[C@H]1[C@@]3(C)CC[C@H](NCCCNCCCCN)[C@@H](C)[C@@H]3CC[C@@]12C | 100 | 78 | 84 | 90 | 98 | 82 | 96 | 101 | 97
Cc1ccc(-c2nnc3ccc(N/N=C/c4ccccc4)nn23)cc1 | 81 | 84 | 89 | 101 | 76 | 75 | 104 | 52 | 99
COc1cc(OC)c(/C=C/c2ccncn2)c(OC)c1 | 97 | 100 | 95 | 117 | 108 | 101 | 101 | 96 | 101
Cc1cc(=O)n2[nH]nnc2n1 | 97 | 87 | 93 | 113 | 102 | 97 | 111 | 110 | 117
COc1ccc2c(c1)/C(=C/c1ccc(OCC(=O)c3ccccc3)cc1)C(=O)N2 | 95 | 70 | 85 | 101 | 105 | 98 | 145 | 105 | 104
CCO[C@H]1CC[C@@]2(C)C(=CC[C@H]3[C@@H]4CC[C@H]([C@H](C)CCCC(C)C)[C@@]4(C)CC[C@@H]32)C1 | 100 | 106 | 104 | 98 | 107 | 97 | 101 | 87 | 96
COc1ccc(CC(=S)N2CCOCC2)cc1 | · | 92 | 105 | 92 | 120 | 109 | 103 | 129 | 102
Cn1cnc([N+](=O)[O-])c1/C=C1\Oc2cc(Cl)ccc2C1=O | 105 | 77 | 101 | 110 | 109 | 100 | 105 | 101 | 106
Cc1nc2ccccc2c(=O)n1CC(=O)N1NC(=O)CC1=O | 98 | 82 | 94 | 106 | 107 | 107 | · | 101 | 96
O=C(COc1ccccc1)Nc1ccc(-c2nc3ccccc3s2)cc1 | 97 | 70 | 78 | 82 | 114 | 92 | 102 | 110 | 84
c1ccc(-n2c3ccccc3c3ccccc32)cc1 | 100 | 89 | · | 102 | 114 | 100 | 125 | 109 | 112
Cc1ccc(S(=O)(=O)c2nc(-c3ccccc3)oc2S(C)(=O)=O)cc1 | -23* | 2.6* | 84 | 0.5* | 30 | 61 | -73* | 89 | -16*
CCC/C=C/C=N/N1C(=S)N(Cc2ccccc2)[C@]23OC(N)=C(C#N)[C@]12C(=O)c1ccccc13 | 88 | 45 | 47 | 88 | · | 72 | 97 | 67 | 75
O=C(O)c1cccc2c1C(=O)c1cc([N+](=O)[O-])cc([N+](=O)[O-])c1-2 | 103 | 79 | 91 | 86 | 115 | · | 108 | 100 | 111
CC(=O)Nc1cc([N+](=O)[O-])ccc1OCc1ccccc1 | 100&106 | 83&81 | 97&95 | 96&94 | 108&123 | 97&104 | 119&114 | 101&95 | 106&98
C#CC(=O)O | 105 | 94 | 98 | 105 | · | 98 | 93 | 102 | 110
CC(C)N1C(=O)S/C(=C2/SC(=O)N(C(C)C)C2=O)C1=O | 86 | 88 | 98 | 95 | 92 | 96 | 90 | 101 | ·
C=CCOP(=O)(OCC=C)C(=C)C | 102 | 104 | 102 | 104 | 114 | 102 | 111 | 104 | 108
Cc1ccc(SCN2CCN(c3cccc(Cl)c3)CC2)cc1 | 96 | 87 | 101 | 76 | 116 | 89 | 98 | 97 | 95
COc1ccc(-c2ccc(=O)oc2C#Cc2cc(OC)c(OC)c(OC)c2)cc1O | -29* | 41 | 23 | 21 | -4.5* | 14 | 52 | -21* | 12
Cc1cccc2cc(-c3cc(-c4ccccc4)nc(=S)[nH]3)c(Cl)nc12 | 82 | · | 73 | 89 | 104 | 99 | 136 | 65 | 98
CSc1nc(N)c(N=Nc2ccc(S(=O)(=O)Nc3nnc(C)s3)cc2)c(=O)[nH]1 | 109 | 77 | 97 | 92 | 101 | 119 | 108 | 133 | 114
COc1cc2oc(-c3cccc(NC(=O)[C@@H](N)CCC(N)=O)c3)cc(=O)c2c(OC)c1OC | 106 | 100 | 96 | 106 | 106 | 107 | 106 | 103 | 102
Cc1nc(-c2ccccc2-n2cccc2)no1 | 100 | 81 | 96 | 97 | 113 | 95 | 131 | 90 | 105
Cc1ccc(Cn2c(-c3cccc(NS(C)(=O)=O)c3)nc3ccccc32)cc1 | 101&94 | 68&61 | 91&83 | 99&85 | 106&101 | 95&89 | 117&97 | 101&90 | 104&99
CCC(=O)N(CCC(C)C)c1ccccc1 | 109 | 96 | 104 | 105 | 106 | 94 | 98 | 107 | 103
CCOc1ccccc1C(=O)N(CC)CC | 97 | 99 | 93 | 103 | 109 | 104 | 102 | 110 | 101
CC([C@H]1CCC2C3CCC4C[C@@H](N(C)C)CC[C@]4(C)C3CC[C@@]21C)N(C)C (stereo partly drawn) | 70 | 58 | 71 | 85 | 111 | 84 | 115 | 90 | 90
CCN1CCN(S(=O)(=O)c2oc(-c3ccc(Cl)cc3)nc2C#N)CC1 | 53 | 33 | 87 | 79 | 82 | 97 | · | 108 | -50*
CC(=O)c1ccc(NS(=O)(=O)c2ccc([N+](=O)[O-])cc2)cc1 | 98 | 78 | 93 | 99 | 111 | 103 | 100 | · | 105
CS(=O)(=O)c1ccc(-c2nc3cc(Cl)ccc3n2CC(=O)N/N=C/c2ccc(F)cc2)cc1 | 86 | 74 | 68 | 94 | 103 | 92 | 108 | 98 | 98
COc1ccccc1N1CCN(C(=O)Nc2ccc(S(N)(=O)=O)cc2)CC1 | 100 | 89 | · | 102 | 122 | 110 | 121 | 102 | 103
CCN1CCN(Cc2ccc(C(=O)Nc3cccc(-c4cn(-c5ccc(S(N)(=O)=O)cc5)nn4)c3)cc2C(F)(F)F)CC1 | 93 | 79 | 79 | 97 | 107 | 108 | 133 | 102 | 98
Nc1nc(N2CCCCC2)c2ncn(C3OC(CO)C(O)C3O)c2n1 (stereo not drawn) | 98 | 84 | 94 | 99 | 108 | 100 | 100 | 110 | 98
COc1ccc(-c2cn(Cc3cc4ccccc4s3)nn2)cc1O | 89 | 61 | 82 | 80 | 84 | 95 | 100 | 99 | 91
COc1cc(-c2nc(SCC(=O)Nc3ccc(C(=O)/C=C/c4ccc(Cl)cc4)cc3)[nH]c(=O)c2C#N)cc(OC)c1OC | 97 | 87 | 61 | 81 | 108 | 79 | · | 80 | 94
CC(C)(C)CC(C)(C)c1cc(Cc2cc(C(C)(C)CC(C)(C)C)cc(-n3nc4ccccc4n3)c2O)c(O)c(-n2nc3ccccc3n2)c1 | 112 | 78 | 100 | 112 | 123 | 107 | 108 | 102 | 103
CCOc1cccc(/C(N)=N/C(N)=N/c2nc3ccccc3s2)c1 | 104 | 38 | 46 | 53 | 83 | 58 | 135 | 38 | 105
N#Cc1ccc(NC(=O)CSc2ccc(-c3ccc(Br)cc3)nn2)cc1 | 67 | 55 | 59 | 74 | 89 | 88 | 103 | 59 | 80
COc1cc2oc(-c3cccc(C(=O)N[C@H](C(=O)OC(C)(C)C)C(C)C)c3)cc(=O)c2c(OC)c1OC | 94 | 37 | 66 | 71 | 84 | 84 | 107 | 44 | 90
Nc1ncc(-c2ccc(C(=O)N3CCC(O)CC3)cc2)nc1-c1ccc(C(F)(F)F)cc1 | 105 | 105 | 121 | 114 | 100 | 104 | 136 | 123 | ·
C=CCc1cc(CN2CC(C)OC(C)C2)c(O)c(OC)c1 (stereo not drawn) | 100&111 | 87&87 | 100&107 | 112 | 110&120 | 93&112 | 110&127 | 108&157 | 109&109
CCSc1nc2ccccc2c(=O)n1CCc1ccc(S(N)(=O)=O)cc1 | 88 | 65 | 87 | 92 | 94 | 88 | 97 | 92 | 97
COc1cc(-c2c3c(c(Br)n2Cc2ccccc2)-c2nc(N)sc2CC3)cc(OC)c1OC | 98 | 71 | 79 | 86 | 108 | 85 | 119 | · | 86
O=C1/C(=C/N2N=C(c3ccc(Cl)cc3)CC2c2ccccc2O)SC(=S)N1c1cccc(C(F)(F)F)c1 (stereo not drawn) | 76 | 25 | 24 | 53 | 63 | 45 | 78 | 65 | 66
CCCCC(CC)CCC(C)OC(=O)c1ccccc1Cl (stereo not drawn) | 105 | 98 | 91 | 101 | 118 | 107 | 110 | 108 | 103
Cc1ccnc(NS(=O)(=O)c2ccc(N=Nc3ccc(O)c4ncccc34)cc2)n1 | 101 | 66 | 80 | 94 | 100 | 83 | 107 | 102 | 98
CC(=O)c1cccc(Br)c1 | 104 | 105 | 99 | 122 | 111 | 106 | 111 | 98 | 100
Cc1ccc(C(=O)/C=C/c2cn(Cc3ccc(Cl)cc3)c3ccccc23)cc1 | 102 | 77 | 76 | 94 | 100 | 102 | 94 | 94 | 102
COCCn1c(-c2csc(-c3cn(C)c4ccc(OC)cc34)n2)cc2cccnc21 | 59 | 55 | 19 | 80 | 63 | 48 | 44 | 59 | 31

Next structures follow:
SMILES | SF-539 | UO-31 | PC-3 | SN12C | DU-145 | U251 | TK-10 | SF-295 | 786-0
CS(=O)(=O)OC1C(COC(=O)c2ccccc2)OC2C1Oc1nc(=O)ccn12 (stereo not drawn) | 112 | 90 | 92 | 109 | 108 | 103 | 139 | 106 | 104
COc1cc(/C=C2\C(=O)N(Cc3ccc(Cl)cc3)c3ccccc32)cc(OC)c1OC | 23 | 27 | 39 | 25 | -39* | 3.6* | 20 | 41 | 33
Cc1nc(C2CC2)[nH]c(=O)c1C(=O)Nc1cccc(C(=O)Nc2cccc(C(F)(F)F)c2)c1 | 100 | 96 | 82 | 91 | 109 | 94 | 114 | 106 | 99
Cn1cc(-c2cc3nc(-c4cn(C)c5ncccc45)cc(N)n3n2)c2ccccc21 | -79* | 8.8* | 27 | -38* | 41 | -8.7* | 80 | -31* | -53*
Cc1c(Cn2c(C)nc3c(C(=O)O)cc(N4CCOCC4)cc32)cccc1C(F)(F)F | 113 | 47 | 68 | 96 | 108 | 104 | 84 | 75 | 96
COc1cc(/C=N/NC(=O)COc2ccc(-c3nc4ccccc4s3)cc2OC)ccc1O | 86 | 58 | 77 | 75 | 96 | 93 | 121 | 89 | 101
Cc1ccc(S(=O)(=O)Nc2ccccc2)cc1[N+](=O)[O-] | 101 | 80 | 93 | 105 | 114 | 113 | 89 | 115 | 110
O=C(Cn1c(-c2ccccc2)nc2cc(Cl)c(Cl)cc21)N=Nc1c(O)[nH]c2ccc(Br)cc12 | 93 | 73 | 81 | 100 | 109 | 102 | 109 | 92 | 100
Cn1c(=O)n(CCCO)c(=O)c2c1nc(Oc1cccc(OC(F)(F)F)c1)n2Cc1ccc(Cl)cc1 | 87 | 49 | 91 | 77 | 91 | · | 86 | 92 | 80
COC1OC(CI)C(OC(=O)c2ccccc2)C(OC(=O)c2ccccc2)C1OC(=O)c1ccccc1 (stereo not drawn) | 102 | 81 | 90 | 99 | 94 | 89 | 99 | 94 | 90
CCOC(=O)[C@]1(C)C(=O)N2c3cc(O[Si](C(C)C)(C(C)C)C(C)C)cc4c3[C@H](C(C)=C[C@@]2(CC)C1=O)[C@@H](C)C4=O | 107 | 86 | 76 | 92 | 104 | 101 | 97 | 94 | 86
CC(=O)C[n+]1cc2ccccc2c2ccccc21 | 94 | 78 | 94 | 97 | 109 | 101 | 103 | 99 | 104
O=C(Nc1ccncc1)C(=O)c1cn(S(=O)(=O)c2cc(Cl)cc(Cl)c2)c2ccccc12 | 62 | 75 | 64 | 74 | 66 | 58 | 73 | 38 | 72
COc1cc(/C=C2/Oc3cc4occc4c(OC)c3C2=O)ccc1OCC(=O)Nc1ccccc1 | 98 | 81 | 80 | 100 | 100 | 82 | 113 | 98 | 104
O=[N+]([O-])c1cc(C(F)(F)F)cc2c1SC1=Nc3ccccc3CN12 | 103 | 86 | 80 | 103 | 108 | 92 | 150 | 107 | 96
O=Cc1ccc(O)c(O)c1 | 82 | 84 | 83 | 95 | 95 | 102 | 107 | 103 | 101
Clc1nc(Cl)c2ncn(CC3(Cn4cnc5c(Cl)nc(Cl)nc54)COC3)c2n1 | -93* | -98* | -98* | -87* | -100* | -96* | -93* | -84* | -99*
COc1ccc(/C=N\NC(=O)c2cc(-c3ccc(Br)cc3)n(-c3ccc(OC)cc3)n2)cc1 | 96 | 62 | 67 | 87 | 98 | 91 | 111 | 89 | 94
NC=NCC(=O)O | 106 | 86 | 96 | 107 | 112 | 100 | 112 | 77 | 93
COc1ccc(C2NC(=O)Cc3c2sc2c(F)cccc32)cc1 (stereo not drawn) | 87 | 74 | 98 | 100 | 107 | 86 | 130 | 97 | 109

9 entries from above, with two lines to a compound:
Each structure is followed by: SF-539	UO-31	PC-3	SN12C	DU-145	U251	TK-10	SF-295	786-0
CCOC(=O)[C@]1(C)C(=O)N2c3cc(O[Si](C(C)C)(C(C)C)C(C)C)cc4c3[C@H](C(C)=C[C@@]2(CC)C1=O)[C@@H](C)C4=O
→ 107	86	76	92	104	101	97	94	86
CC(=O)C[n+]1cc2ccccc2c2ccccc21
→ 94	78	94	97	109	101	103	99	104
O=C(Nc1ccncc1)C(=O)c1cn(S(=O)(=O)c2cc(Cl)cc(Cl)c2)c2ccccc12
→ 62	75	64	74	66	58	73	38	72
COc1cc(/C=C2/Oc3cc4occc4c(OC)c3C2=O)ccc1OCC(=O)Nc1ccccc1
→ 98	81	80	100	100	82	113	98	104
O=[N+]([O-])c1cc(C(F)(F)F)cc2c1SC1=Nc3ccccc3CN12
→ 103	86	80	103	108	92	150	107	96
O=Cc1ccc(O)c(O)c1
→ 82	84	83	95	95	102	107	103	101
Clc1nc(Cl)c2ncn(CC3(Cn4cnc5c(Cl)nc(Cl)nc54)COC3)c2n1
→ -93*	-98*	-98*	-87*	-100*	-96*	-93*	-84*	-99*
COc1ccc(/C=N\NC(=O)c2cc(-c3ccc(Br)cc3)n(-c3ccc(OC)cc3)n2)cc1
→ 96	62	67	87	98	91	111	89	94
NC=NCC(=O)O
→ 106	86	96	107	112	100	112	77	93

Source: PubChem
